Source: PubChem BioAssay
BCLXL inh = inhibitors of human Bcl-xL; inhibition, % at 10.9 µM; Q07817; 0.7% of 320,000 active; GST-Bcl-xL / FITC-Bim BH3 peptide fluorescence polarization;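 active = inhibition above the mean of all tested compounds plus 3 SD, cutoff set per campaign, cut at about 30% in these data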;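 note: 0% = DMSO wells and 100% = unlabeled Bim-BH3 peptide competitor; inhibitors lower millipolarization by displacing the labeled peptide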
Target sequence (Q07817 whole entry, looked up): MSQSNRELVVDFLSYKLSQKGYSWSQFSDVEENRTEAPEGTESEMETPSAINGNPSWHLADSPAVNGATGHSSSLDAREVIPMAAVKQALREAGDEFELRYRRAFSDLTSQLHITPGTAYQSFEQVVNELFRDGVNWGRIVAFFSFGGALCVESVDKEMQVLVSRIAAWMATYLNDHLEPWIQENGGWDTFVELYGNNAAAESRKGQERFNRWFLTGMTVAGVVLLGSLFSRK
TPT1 inhibitor = inhibitors of Candida albicans tRNA 2'-phosphotransferase TPT1; recombinant caTPT1, FP RNA substrate dephosphorylation; inhibition, % at 5 µM; 0.81% of 300,000 active; AID 1962;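 active = inhibition above the mean of all tested compounds plus 3 SD, set per screening campaign, cut at about 24% in these data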;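 note: plate controls were DMSO alone for no effect and ferristatin control at 100 nM for full effect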
PME-1 primary = PME-1 (human) inhibition | Q9Y570 | recombinant PME-1, FP-Rh probe fluorescence polarization | inhibition, % at 5.9 µM | 0.53% of 320,000 active | AID 2130;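 active = inhibition above the campaign mean of all compounds plus 3 SD, cut at about 26% in these data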;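 note: competitive labeling of PME-1 active site by serine hydrolase directed probe; 0% = PME-1 with DMSO and 100% = wells lacking PME-1 enzyme; inhibitors block probe labeling so polarization falls and inhibition rises; many of its hits are not listed in these tables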
Fam108B inh = blocks mouse Fam108B hydrolase in RBBP9 counter-screen; inhibition, % at 9.51 µM; 0.33% of 300,000 active; AID 1947; recombinant Fam108B, FP-Rh probe fluorescence polarization;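 active = inhibition above the screen mean inhibition plus 3 SD, computed separately per campaign, cut at about 18% in these data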;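 note: inhibitors lower polarization as less probe binds the enzyme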
GLD-1 RNA inh = GLD-1-TGE RNA interaction inhibition (C. elegans) | purified GLD-1 + fluorescein TGE RNA, fluorescence polarization | inhibition, % at 5.96 µM | 0.44% of 320,000 active | AID 2280;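 active = percent inhibition above a per-plate cutoff, the plate mean of test compounds plus 3 SD, cut at about 30% in these data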;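 note: 0% = DMSO wells with GLD-1 and probe and 100% = wells lacking GLD-1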
MCL1 BIM primary = disrupts human MCL1 binding to BIM-BH3 peptide | Q07820 | GST-MCL1 / FITC-Bim-BH3 fluorescence polarization | inhibition, % at 10.9 µM | 0.68% of 320,000 active | AID 2057;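 active = inhibition above the mean inhibition of all tested compounds plus 3 SD, set per campaign, cut at about 40% in these data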;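 note: 0% = DMSO wells and 100% = unlabeled Bim-BH3 peptide control; higher means more loss of mP so more displacement of Bim peptide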
GSTO1 inh = blocks human GSTO1 in RBBP9 counter-screen. P78417. recombinant GSTO1, activity-based probe fluorescence polarization. inhibition, % at 5.96 µM. 1.1% of 300,000 active. AID 1974;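 active = inhibition above the campaign mean inhibition plus 3 SD, cut at about 35% in these data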;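 note: 0% = GSTO1-1 with DMSO and 100% = wells lacking GSTO1-1 enzyme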
PAD4 FP inh = PAD4 (human) enzyme inhibition | 0.41% of 330,000 active | AID 485272 | Q9UM07 | inhibition, % at 6.36 µM | recombinant PAD4, RCA probe fluorescence polarization;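 active = percent inhibition above a cutoff equal to the mean of all tested compounds plus 3 SD, cut at about 15% in these data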;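 note: 0% = PAD4 with RCA probe and DMSO and 100% = probe without PAD4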
MEX-5 binding = C. elegans MEX-5 TCR-2 RNA binding activity. 0.38% of 300,000 active. MEX-5/FITC-TCR2 RNA binding, fluorescence polarization; active compounds read low. Q9XUB2. AID 1832. activity score (negative = inhibition of binding), % at 10 µM;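 active = inhibition past about -25% in most replicates, and total fluorescence under double the plate's negative control median, limit read from the data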;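 note: 0% = DMSO and -100% = 5 µM competing unlabeled TCR2 RNA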
Target sequence (Q9XUB2 whole entry, looked up): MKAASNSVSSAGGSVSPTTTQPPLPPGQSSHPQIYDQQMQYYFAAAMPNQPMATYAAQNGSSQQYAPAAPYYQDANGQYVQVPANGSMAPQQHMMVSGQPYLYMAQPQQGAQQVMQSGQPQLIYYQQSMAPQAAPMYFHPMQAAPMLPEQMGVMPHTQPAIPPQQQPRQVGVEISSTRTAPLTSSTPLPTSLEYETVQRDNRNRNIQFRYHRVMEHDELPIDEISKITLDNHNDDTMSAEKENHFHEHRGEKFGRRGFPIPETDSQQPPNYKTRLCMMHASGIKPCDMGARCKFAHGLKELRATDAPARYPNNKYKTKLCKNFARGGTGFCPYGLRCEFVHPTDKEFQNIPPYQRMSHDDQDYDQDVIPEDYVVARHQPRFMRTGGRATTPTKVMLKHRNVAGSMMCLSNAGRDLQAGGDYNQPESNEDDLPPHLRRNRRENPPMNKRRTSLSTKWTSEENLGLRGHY
* hit, by the source's call; . = not tested or not shown.

SMILES	BCLXL inh	TPT1 inhibitor	PME-1 primary	Fam108B inh	GLD-1 RNA inh	MCL1 BIM primary	GSTO1 inh	PAD4 FP inh	MEX-5 binding
OC(CNCC1CCCO1)COc1ccc(OCC(O)CNCC2CCCO2)cc1 (stereo not drawn)	5.6	2.8	-0.6	2.5	-1.9	9.9	0.4	-2.9	0.8
CC(=O)NC(Cc1ccccc1)C(=O)NC(Cc1ccccc1)C(=O)O (stereo not drawn)	9.4	-1.2	-8.2	-5.4	0.2	10.3	-2.8	-0.6	2.3
O=C(O)c1cccc(NS(=O)(=O)c2ccc3c(c2)C(=O)c2ccccc2C3=O)c1	19.1	-5.0	-1.6	9.1	2.0	11.2	5.0	-4.6	-0.1
COc1ccc(S(=O)(=O)NN(C)C)cc1N(C)S(=O)(=O)c1ccc(Cl)cc1	3.1	-0.3	-0.3	-2.5	8.1	-4.2	-4.2	-1.5	1.4
CCOc1ccc2ccccc2c1/C=N/NC(=O)c1ccc(C)nc1	0.8	-1.6	0.7	-2.6	8.3	-0.3	0.6	-1.0	-1.7
COc1ccccc1CN(C)C(=O)c1cnc(C)cn1	-0.5	-0.2	-1.9	2.3	3.5	2.9	2.2	5.4	-0.2
Cc1ccc(N2C(=O)[C@@H]3[C@H](C2=O)[C@H]2C=CC=NN2[C@@H]3C(=O)Nc2ccccc2)cc1	5.5	3.5	1.9	-3.1	-6.2	-3.9	0.9	-4.7	0.7
O=C(NCc1cccnc1)C1CCN(S(=O)(=O)c2cccnc2)CC1	5.5	1.4	3.0	0.3	-9.5	2.5	-6.3	-5.0	2.9
Cc1nn(CC(=O)Nc2ccccc2C(F)(F)F)c(=O)c2cccn12	-2.5	2.9	-3.0	2.8	-4.6	-7.3	-7.3	-0.7	-0.3
COc1ccc(CCNC(=O)C2CCN(S(=O)(=O)c3ccc4c(c3)oc(=O)n4C)CC2)cc1OC	2.1	-3.3	-2.8	-1.2	6.6	-8.5	7.4	-3.6	-1.4

Continued; the last 2 above are carried over.
SMILES	BCLXL inh	TPT1 inhibitor	PME-1 primary	Fam108B inh	GLD-1 RNA inh	MCL1 BIM primary	GSTO1 inh	PAD4 FP inh	MEX-5 binding
Cc1nn(CC(=O)Nc2ccccc2C(F)(F)F)c(=O)c2cccn12	-2.5	2.9	-3.0	2.8	-4.6	-7.3	-7.3	-0.7	-0.3
COc1ccc(CCNC(=O)C2CCN(S(=O)(=O)c3ccc4c(c3)oc(=O)n4C)CC2)cc1OC	2.1	-3.3	-2.8	-1.2	6.6	-8.5	7.4	-3.6	-1.4
CSc1ccccc1NC(=O)CSc1nnc(COc2ccccc2)o1	-1.2	0.8	0.6	-2.9	-1.9	-2.5	2.3	-2.7	-0.2
NC(=O)c1sc2nc3c(c(-c4cccs4)c2c1N)CCCCC3	-1.2	-1.4	-5.3	2.9	4.2	0.3	3.8	1.7	-0.2
Cc1ccc(C2c3c(oc4cc(C)c(C)cc4c3=O)C(=O)N2CCCN2CCOCC2)cc1 (stereo not drawn)	5.0	0.2	2.8	-1.0	2.2	2.9	-7.9	1.1	1.4
Cc1ccc(-c2nnn(CC(=O)N(c3ccccc3)C(C(=O)NC3CCCC3)c3ccncc3)n2)o1 (stereo not drawn)	1.8	1.5	6.5	0.9	-6.5	0.5	-1.1	-2.3	-0.7
Cc1ccc(-n2c3c(cc(C(=O)NC4CCSC4=O)c2=O)C(=O)CC(C)(C)C3)cc1 (stereo not drawn)	0.7	0.1	0.5	0.5	6.5	-3.5	-0.9	-5.0	0.3
O=C(CSc1nnc(Cc2ccccc2)o1)N1CCCc2ccccc21	-0.9	4.0	-2.4	2.3	-1.6	1.0	2.6	-3.1	1.2
CCOC(=O)c1sc(NS(=O)(=O)c2ccc(C)cc2)nc1C	1.4	-2.2	-1.6	-4.0	1.9	-5.5	0.8	-5.7	-3.0
Cc1ccccc1C(=O)N1CCC(C(=O)OCC(=O)Nc2cccc([N+](=O)[O-])c2C)CC1	5.2	.	4.2	.	1.1	2.5	.	0.3	.
O=C(Nc1ccc(C(=O)N2CCOCC2)cc1)Nc1cccc(C(F)(F)F)c1	7.0	-3.7	-4.4	0.0	4.2	12.2	-2.9	5.0	-5.0
CCOc1ccc(OCC)c(NC(=O)CN2CCC(NC(=O)c3cccc(F)c3)CC2)c1	6.7	-1.1	0.7	0.0	5.7	9.2	3.9	-0.8	0.3
O=C(Cc1ccc(Cl)cc1)NCCS(=O)c1ccc(Cl)cc1 (stereo not drawn)	2.0	-2.9	-1.1	-2.2	-5.8	-3.4	-4.8	-0.8	-0.9
O=C(CNC(=O)c1ccc(Cl)cc1Cl)OCC(=O)N1CCCC1=O	-3.2	-0.3	2.3	3.6	-3.3	-14.4	5.4	1.2	-0.1
CCOC(=O)N1CCN(C(=O)CSc2nc3c([nH]c4ccccc43)c(=O)n2CC)CC1	3.1	-3.9	4.8	1.0	-4.0	8.3	1.8	-4.3	-0.1
CC(=O)OCC1=C(C(=O)O)N2C(=O)C(NC(=O)c3ccc(COc4ccc(Cl)cc4)o3)C2SC1 (stereo not drawn)	6.8	0.9	-9.8	-1.2	0.3	23.9	6.7	-3.8	1.1
CCOC(=O)c1cc(/C(C)=N/OC(=O)c2ccc(Cl)cc2)on1	0.6	3.0	-6.2	-6.4	-1.1	6.9	8.3	5.9	.
CCOc1cccc(N(C(=O)Cc2cccs2)C(C(=O)NC2CCCCC2)c2cccn2C)c1 (stereo not drawn)	3.0	-0.7	-2.0	-3.5	0.9	3.9	1.8	0.7	-1.8
Cc1ccc(S(=O)(=O)N(C)c2ccc(C(=O)Nc3ccc(C)cn3)cc2)cc1	-0.3	-3.5	-0.8	3.1	9.9	-0.3	4.9	-2.6	0.6
COc1ccc(OC)c(NC(=O)CSc2nnc3ccc(-c4ccncc4)nn23)c1	-6.6	-1.9	1.6	2.7	-11.2	-2.9	3.0	-0.6	-0.5

Molecules from the list above containing a Cl atom, in the order listed:
SMILES	BCLXL inh	TPT1 inhibitor	PME-1 primary	Fam108B inh	GLD-1 RNA inh	MCL1 BIM primary	GSTO1 inh	PAD4 FP inh	MEX-5 binding
COc1ccc(S(=O)(=O)NN(C)C)cc1N(C)S(=O)(=O)c1ccc(Cl)cc1	3.1	-0.3	-0.3	-2.5	8.1	-4.2	-4.2	-1.5	1.4
O=C(Cc1ccc(Cl)cc1)NCCS(=O)c1ccc(Cl)cc1 (stereo not drawn)	2.0	-2.9	-1.1	-2.2	-5.8	-3.4	-4.8	-0.8	-0.9
O=C(CNC(=O)c1ccc(Cl)cc1Cl)OCC(=O)N1CCCC1=O	-3.2	-0.3	2.3	3.6	-3.3	-14.4	5.4	1.2	-0.1
CC(=O)OCC1=C(C(=O)O)N2C(=O)C(NC(=O)c3ccc(COc4ccc(Cl)cc4)o3)C2SC1 (stereo not drawn)	6.8	0.9	-9.8	-1.2	0.3	23.9	6.7	-3.8	1.1
CCOC(=O)c1cc(/C(C)=N/OC(=O)c2ccc(Cl)cc2)on1	0.6	3.0	-6.2	-6.4	-1.1	6.9	8.3	5.9	.

Only part of the results is shown. The share of hits here may be higher or lower than overall.
